Screens from PubChem.
HT29 cell growth-1 – HT29 colon tumor cell growth inhibition, primary screen, imaging, high content imaging, 24 h, CellTiter-Glo (AID 770); HT29 cell number by imaging, 24 h; active compounds read high; growth inhibition, % at 10 µM; 3,300 tested, under 10 active;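 active = growth inhibition above 90% in viable cell count at a single dose; inactive = growth inhibition below 90%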
AID772 – HT29 colon tumor cell growth inhibition, primary screen, imaging, high content imaging, 72 h, CellTiter-Glo (AID 772). HT29 cell growth, HCS imaging cell count, 72 h; active compounds read high. growth inhibition, % at 10 µM. hit rate 0.6% among 3,300;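 active = growth inhibition above 90%, meaning viable cell count cut by more than 90% versus vehicle controls; inactive = growth inhibition below 90%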
A549 proliferation – A549 NSCLC cell proliferation inhibitors – ATP luminescence, human non-small cell lung line, primary screen (AID 371); A549 growth inhibition, ATP luminescence; active compounds read high; growth inhibition, % at 10 µM; hit rate 8.4% among 3,300;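 active = mean growth inhibition over the two runs of 50% or more; inactive = mean growth inhibition under 50%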;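 note: compound exposure lasted 72 h before the ATP read; 0% = untreated cell signal and 100% = no luminescence left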
AID364 – Jurkat cell viability reduction – Jurkat E6.1, NIH starter set, primary screen (AID 364) | Jurkat E6.1 viability, ATP luminescence, 48 h; higher % means a stronger effect | inhibition, % at 4 µM, or CC50 in µM where a hit was titrated | hit rate 2% among 3,300;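 active = concentration giving half-maximal inhibition at or below 20 micromolar; inactive = half-maximal concentration above 20 micromolar, or not dose tested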;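 note: 100% = cells treated with 4 µM doxorubicin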
HT29 cell growth-2 – HT29 colon tumor cell growth inhibition, primary screen, imaging, high content imaging, 48 h, CellTiter-Glo (AID 771) | HT29 cell growth, HCS imaging cell count, 48 h; active compounds read high | growth inhibition, % at 10 µM | hit rate 2% among 3,300;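 active = growth inhibition above 90%, meaning viable cell count by imaging cut by more than 90% versus vehicle controls; inactive = growth inhibition below 90%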;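 note: percent fewer viable cells counted by imaging than vehicle controls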
HT29 cell growth-1 condensed nuclei – also measured in HT29 cell growth-1; calls as there; condensed nuclei, %; measured here: percent cells with condensed nuclei;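 share of cells whose nuclear area falls below control median minus 1.5 SD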
HT29 cell growth-1 ATP viability – further read-out of HT29 cell growth-1, marked with its call; growth inhibition, %; measured here: ATP CellTiter-Glo viability
HT29 cell growth-2 condensed nuclei – second read-out of HT29 cell growth-2, no call of its own (marks repeat the call); condensed nuclei, %; measured here: percent cells with condensed nuclei;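 condensed means Hoechst nuclear area under control median minus 1.5 SD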
HT29 cell growth-2 ATP viability – second read-out of HT29 cell growth-2, no call of its own (marks repeat the call); growth inhibition, %; measured here: ATP CellTiter-Glo viability inhibition
AID772 condensed nuclei – further read-out of AID772, marked with its call; condensed nuclei, %; measured here: percent cells with condensed nuclei;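 condensed means nuclear area below control median minus 1.5 SD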
AID772 second – further read-out of AID772, marked with its call; growth inhibition, %; measured here: ATP CellTiter-Glo viability
Starred values were filed as active, the others as inactive; i = inactive; . = not tested or not shown. Only part of the results is shown; count on the stated rates, not on these rows.

SMILES	HT29 cell growth-1	HT29 cell growth-1 condensed nuclei	HT29 cell growth-1 ATP viability	AID772	AID772 condensed nuclei	AID772 second	A549 proliferation	AID364	HT29 cell growth-2	HT29 cell growth-2 condensed nuclei	HT29 cell growth-2 ATP viability
COc1cc([C@@H]2[C@H]3CNCC=C3C(C#N)=C(N)C2(C#N)C#N)ccc1OC(C)C	26	4.3	-14	-14	10	-15	22	-4%	-10	5.9	-6
C[C@]12C[C@H](O)[C@H]3[C@@H](CCC4=CC(=O)CC[C@@]43C)[C@@H]1CC[C@@H]2C(=O)CO	42	2.3	0	-25	3	11	16	0%	-13	1.8	.
CCCCC[C@H](O)/C=C/[C@@H]1[C@@H](CCCCCCC(=O)O)[C@@H](O)C[C@H]1O	11	2.3	-16	-28	3	1	-2	-8%	-21	1.6	.
Cc1nc(/N=C(\N)Nc2ccccc2)nc2ccccc12	-23	2.4	-16	-40	3	-12	11	-5%	-40	2.9	-38
Cn1c(=O)n(C)c2cc(C(=O)c3ccccc3)ccc21	-21	2.4	-9	50	2	-29	6	-2%	-24	2.6	-4
N#Cc1c(NC(=O)CCC(=O)O)sc2c1CCCC2	8	11	-8	-116	3	-71	1	-2%	16	3.5	-28
COc1ccc(N/C(=N\c2nc(C)cc(C)n2)NC(=O)C(C)C)cc1OC	-16	1.9	-4	-36	2	-26	8	-7%	34	1.6	35
Cc1cc(C)n(C(=O)CNC(=O)c2cccs2)n1	9	2.9	-2	-15	6	10	3	2%	14	2.5	2
c1csc(-c2nn3c(C4CCCCC4)nnc3s2)c1	-23	2.7	-8	-115	10	-66	7	-3%	16	3.8	-19
COC(=O)C(NC(C)=O)(Nc1ccc(Br)cc1)C(=O)OC	-22	7.3	-7	42	23	25	37	3%	59	20	19
COc1ccc2c(c1OC)C(=O)N1c3ccccc3C(=O)N(c3ccccc3F)C21 (centres undefined)	-11	3.9	-13	-111	4	-48	48	i	-2	5.0	-23
O=C(O)CCc1nn2cc(-c3ccccc3)nc2[nH]c1=O	34	3.8	9	18	3	10	3	-6%	21	1.4	3
CN(C)c1ccc(C=NCCC2(O)CCOC(C)(C)C2)cc1 (centres undefined)	-14	3.4	8	1	10	5	7	-6%	55	1.3	17
CCOC(=O)CNS(=O)(=O)c1cc(-c2nn(C)c(=O)c3ccccc23)ccc1C	10	2.8	15	-11	3	12	6	1%	40	3.4	10
O=C(c1ccc(=O)oc1)N1CCOCC1	7	2.2	-7	35	7	-26	-2	-3%	11	4.7	-10
Cc1csc(SCCn2c(Br)nc3c2c(=O)[nH]c(=O)n3C)n1	20	4.1	-8	5	3	-13	7	-5%	9	1.6	-4
CC(=O)N=C(N)Sc1nc2ccccc2[nH]1	-9	4.7	-9	45	9	34	7	-1%	-14	2.3	-39
O=S(=O)(c1cccc2nsnc12)N1CCN(C/C=C/c2ccccc2)CC1	-27	4.3	4	11	14	11	27	4%	-49	3.9	-4
CCCCSc1nc(O)c(C2OC(=O)c3c2ccc(OC)c3OC)c(=O)n1C (centres undefined)	-19	4.0	-10	-10	3	-50	4	-1%	22	2.8	-10
Cc1cccc(N2CN=c3s/c(=C\c4ccncc4)c(=O)n3C2)c1	-26	2.3	-7	-77	1	-46	6	-2%	26	3.6	-14
COC(=O)CC(=O)Cc1nc(N)nc(Nc2ccc(C)c(C)c2)n1	29	14	9	-12	3	-21	5	-4%	81	2.8	52
Cn1c(=O)c2c(nc(NCc3ccco3)n2CCc2ccccc2)n(C)c1=O	-19	3.1	-9	-100	2	-62	34	21%	-1	3.5	14
CN(C)c1ccc(NC(=O)c2sc(SCC(=O)Nc3nccs3)nc2N)cc1	-16	3.2	-7	-57	3	-48	27	1%	38	12	8
COc1ccc(C(CC(=O)O)NC(=O)OC(C)(C)C)cc1 (centres undefined)	3	1.0	-2	-15	8	-16	5	-8%	59	2.1	0
CCOc1nc(SC(C(C)=O)C(=O)Nc2ccccc2)nc(N(C)C)n1 (centres undefined)	-20	2.7	-8	28	15	-3	12	13%	-7	1.9	-22

Another view of some results above.
| mol | HT29 cell growth-1 | HT29 cell growth-1 condensed nuclei | HT29 cell growth-1 ATP viability | AID772 | AID772 condensed nuclei | AID772 second | A549 proliferation | AID364 | HT29 cell growth-2 | HT29 cell growth-2 condensed nuclei | HT29 cell growth-2 ATP viability |
| --- | --- | --- | --- | --- | --- | --- | --- | --- | --- | --- | --- |
| Cn1c(=O)n(C)c2cc(C(=O)c3ccccc3)ccc21 | -21 | 2.4 | -9 | 50 | 2 | -29 | 6 | -2% | -24 | 2.6 | -4 |
| N#Cc1c(NC(=O)CCC(=O)O)sc2c1CCCC2 | 8 | 11 | -8 | -116 | 3 | -71 | 1 | -2% | 16 | 3.5 | -28 |
| COc1ccc(N/C(=N\c2nc(C)cc(C)n2)NC(=O)C(C)C)cc1OC | -16 | 1.9 | -4 | -36 | 2 | -26 | 8 | -7% | 34 | 1.6 | 35 |
| Cc1cc(C)n(C(=O)CNC(=O)c2cccs2)n1 | 9 | 2.9 | -2 | -15 | 6 | 10 | 3 | 2% | 14 | 2.5 | 2 |
| c1csc(-c2nn3c(C4CCCCC4)nnc3s2)c1 | -23 | 2.7 | -8 | -115 | 10 | -66 | 7 | -3% | 16 | 3.8 | -19 |
| COC(=O)C(NC(C)=O)(Nc1ccc(Br)cc1)C(=O)OC | -22 | 7.3 | -7 | 42 | 23 | 25 | 37 | 3% | 59 | 20 | 19 |
| COc1ccc2c(c1OC)C(=O)N1c3ccccc3C(=O)N(c3ccccc3F)C21 (centres undefined) | -11 | 3.9 | -13 | -111 | 4 | -48 | 48 | i | -2 | 5.0 | -23 |
| O=C(O)CCc1nn2cc(-c3ccccc3)nc2[nH]c1=O | 34 | 3.8 | 9 | 18 | 3 | 10 | 3 | -6% | 21 | 1.4 | 3 |
| CN(C)c1ccc(C=NCCC2(O)CCOC(C)(C)C2)cc1 (centres undefined) | -14 | 3.4 | 8 | 1 | 10 | 5 | 7 | -6% | 55 | 1.3 | 17 |
| CCOC(=O)CNS(=O)(=O)c1cc(-c2nn(C)c(=O)c3ccccc23)ccc1C | 10 | 2.8 | 15 | -11 | 3 | 12 | 6 | 1% | 40 | 3.4 | 10 |
| O=C(c1ccc(=O)oc1)N1CCOCC1 | 7 | 2.2 | -7 | 35 | 7 | -26 | -2 | -3% | 11 | 4.7 | -10 |
| Cc1csc(SCCn2c(Br)nc3c2c(=O)[nH]c(=O)n3C)n1 | 20 | 4.1 | -8 | 5 | 3 | -13 | 7 | -5% | 9 | 1.6 | -4 |
| CC(=O)N=C(N)Sc1nc2ccccc2[nH]1 | -9 | 4.7 | -9 | 45 | 9 | 34 | 7 | -1% | -14 | 2.3 | -39 |
| O=S(=O)(c1cccc2nsnc12)N1CCN(C/C=C/c2ccccc2)CC1 | -27 | 4.3 | 4 | 11 | 14 | 11 | 27 | 4% | -49 | 3.9 | -4 |
| CCCCSc1nc(O)c(C2OC(=O)c3c2ccc(OC)c3OC)c(=O)n1C (centres undefined) | -19 | 4.0 | -10 | -10 | 3 | -50 | 4 | -1% | 22 | 2.8 | -10 |

(listing goes on)
SMILES	HT29 cell growth-1	HT29 cell growth-1 condensed nuclei	HT29 cell growth-1 ATP viability	AID772	AID772 condensed nuclei	AID772 second	A549 proliferation	AID364	HT29 cell growth-2	HT29 cell growth-2 condensed nuclei	HT29 cell growth-2 ATP viability
Cc1cc(C)n(CC2CC(=O)N(c3ccc(Cl)c(Cl)c3)C2=O)n1 (centres undefined)	-1	2.6	-5	-106	2	-54	1	8%	43	3.3	-21
C=CCOC(=O)C1=C(C)NC(SCC(=O)N(CC)CC)=C(C#N)C1c1ccco1 (centres undefined)	-2	2.4	-21	-12	3	-27	22	-7%	-28	3.0	-41
CCOC(=O)NC(Nc1sc2c(c1C(=O)OC)CCN(C)C2)(C(F)(F)F)C(F)(F)F	16	3.7	8	32	3	16	4	2%	-26	2.1	15
CCCCOc1ccccc1C(=O)NCCCC(=O)O	11	2.4	4	28	11	2	-2	-2%	45	2.4	27
CCCc1nc2n[nH]c(N)c2c2c1CCCC2	4	3.3	6	-16	3	-22	3	-3%	-30	2.5	-7
c1ccc(N2CCN(c3nc(NCc4ccco4)c4ccccc4n3)CC2)cc1	18	3.2	42	65	36	95	90*	2%	86	15	77
COc1ccc2[nH]c(C)c(C(=O)CN3CCN(C(=O)c4ccco4)CC3)c2c1	-20	2.8	-15	-21	3	-50	7	-10%	-12	3.8	-20
Nc1ccc(S(=O)(=O)NC(=O)c2ccccc2)cc1	-6	4.3	9	35	30	20	-1	-6%	-7	5.8	.
O=C(O)CCCC(=O)N1CCN(C(c2ccccc2)c2ccccc2)CC1	-13	2.8	0	24	15	27	1	-6%	19	1.3	17
O=C1C(CCS(=O)c2ccccc2)C(=O)N(c2ccccc2)N1c1ccccc1 (centres undefined)	0	1.4	-20	-28	3	-23	4	4%	-42	1.8	.
Cn1c(=O)n(Cc2ccccc2)c(=O)c2c1nc(NCC1CCCO1)n2Cc1ccccc1 (centres undefined)	22	2.8	-1	44	8	6	45	20%	17	4.0	8
O=C(O)CC(C(=O)N(c1ccccc1)c1ccccc1)N1CCOCC1 (centres undefined)	-10	1.9	-11	-51	7	-27	0	-4%	-4	1.8	-10
C=CCOc1ccc(/C(O)=C2\C(=O)C(=O)N(CCN(C)C)C2c2cccs2)cc1 (centres undefined)	38	5.3	1	5	8	7	-1	-10%	-58	4.3	1
NS(=O)(=O)c1ccc(C(=O)O)cc1	26	5.4	6	57	8	21	-6	-5%	-11	2.8	.
C[C@]12C=CC(=O)C=C1CC[C@@H]1[C@@H]2[C@@H](O)C[C@@]2(C)[C@H]1CC[C@]2(O)C(=O)COC(=O)CCC(=O)O	-3	3.5	-11	-41	2	-12	15	5%	-16	1.4	.
Cn1ncc2nc[nH]c(=O)c21	27	2.1	0	-1	4	-34	-2	0%	-16	0.5	-12
CCC1(C)Cc2c(sc3c2c(=O)n(C)c2nnc(SCc4ccc5c(c4)OCO5)n32)CO1 (centres undefined)	-36	1.6	-10	-70	5	-43	15	17%	-18	2.3	-10
COCc1cc(C)nc(N)c1C#N	22	4.0	1	19	13	14	0	-7%	6	4.5	-17
Cc1cc(/C(O)=C2\C(=O)C(=O)N(CCN(C)C)C2c2ccncc2)ccc1OCc1ccccc1 (centres undefined)	16	3.1	-12	23	5	-2	2	-10%	19	0.0	5
CCOc1ccc(C2=Nn3c(nnc3-c3ccccn3)SC2)cc1	21	3.6	11	3	5	-51	42	3%	58	23	-13
Cc1csc(NC(=O)CSc2nsc(SCC(=O)Nc3nc(C)cs3)c2C#N)n1	20	2.4	-16	6	5	-8	14	0%	-8	5.2	-20
CCOC(=O)c1[nH]c2ccc(Br)cc2c1NC(=O)CCN1CCC(C(=O)OCC)CC1	44	4.2	15	75	23	64	42	-9%	73	7.9	39
CCOc1cccc(NC(=O)C2CC(=O)NC(=Nc3ccccc3)S2)c1 (centres undefined)	25	4.7	-12	54	1	-11	23	15%	21	2.2	-20
Cc1cc(Cn2ccnc2)c(C)cc1Cn1ccnc1	14	3.1	12	35	16	28	3	3%	57	3.1	30

Single values from the results shown:
AID364 with `C[C@]12C=CC(=O)C=C1CC[C@@H]1[C@@H]2[C@@H](O)C[C@@]2(C)[C@H]1CC[C@]2(O)C(=O)COC(=O)CCC(=O)O` stands at 5%
HT29 cell growth-2 condensed nuclei with `Cc1csc(NC(=O)CSc2nsc(SCC(=O)Nc3nc(C)cs3)c2C#N)n1` stands at 5.2
A549 proliferation with `CCOc1ccc(C2=Nn3c(nnc3-c3ccccn3)SC2)cc1` stands at 42
